Source: PubChem BioAssay
NCI-60 one-dose screen, 48 h, at 10 µM unless noted. Numbers give growth in % (100 = growth as untreated, 0 = no growth, -100 = all killed).
HT29: HT29 colon cancer | hit rate 7.4% among 81,000 | AID 1794748
SF-268: SF-268 CNS cancer cells; hit rate 3.1% among 82,000
HCC-2998: HCC-2998 colon cancer; hit rate 4.7% among 79,000; AID 1794799
SNB-75: SNB-75 CNS cancer; hit rate 5% among 79,000
SW-620: SW-620 colon cancer; hit rate 5.2% among 82,000
SF-295: SF-295 CNS cancer cells; AID 1794758; hit rate 5.6% among 79,000
SNB-19: SNB-19 CNS cancer cells. hit rate 2.5% among 81,000. AID 1794751
KM12: KM12 colon cancer cells. hit rate 5% among 82,000
SF-539: SF-539 CNS cancer | hit rate 6.8% among 81,000 | AID 1794752
* marks the source's active call; other numbers are inactive results; x = no result given; & = joins results of further samples. How the source made its calls: active means growth percent below 10; inactive means the rest.

SMILES	HT29	SF-268	HCC-2998	SNB-75	SW-620	SF-295	SNB-19	KM12	SF-539
CC(C)[N+](C)(C)CC(O)COc1cccc2ccccc12 (configuration not stated)	110.8	94.0	100.9	109.3	99.7	103.9	103.1	96.1	96.0
O=C1C2CC3C(CC2C(=O)[N]1[Sn]([c]1ccccc1)([c]1ccccc1)[c]1ccccc1)C1(Cl)C(Cl)=C(Cl)C3(Cl)C1(Cl)Cl (configuration not stated)	-87.3*	-88.7*	-82.2*	-84.8*	-79.7*	-86.8*	-97.4*	-91.3*	-99.9*
N#Cc1ccc(-c2ccc(N)c(NC(=O)N3Cc4cc(CN5CCCC5)cnc4C3)n2)cc1	73.6	93.1	83.8	80.1	92.4	87.5	90.9	95.8	84.2
Cc1ccc(C(=O)NN2C(=O)CSC2c2cccc(Cl)c2)cn1 (configuration not stated)	105.5	113.3	106.0	92.0	104.4	90.9	93.5	115.5	93.7
CN1c2c(C(=O)O)cnn2CC1c1ccccc1 (configuration not stated)	90.8	99.5	104.4	116.8	101.6	98.3	95.0	90.7	107.7
CCOC(=O)CN1C2=C(C(=O)CC(C)(C)C2)C(c2cccs2)C2=C1CC(C)(C)CC2=O	87.4	98.1	100.5	91.9	103.6	95.3	99.4	104.9	108.5
COc1cc(C(=O)/C=C/c2ccc(N3CCN(C)CC3)cc2)cc(OC)c1OC	94.7	97.9	101.0	82.2	88.0	95.2	95.3	99.3	96.7
COc1ccc2c(c1)c(C(=O)c1nc(-c3c[nH]c4ccc(Br)cc34)no1)cn2C	89.4	97.2	86.6	88.2	80.7	90.3	99.1	77.9	98.1
OCCNC(Cc1ccccc1)C1CC=CCC1 (configuration not stated)	63.7	97.2	99.7	100.4	103.1	93.7	99.9	99.5	91.9
CCC(C)[C@H](N)C(=O)Nc1cccc(-c2cc(=O)c3c(OC)c(OC)c(OC)cc3o2)c1 (some centres not stated)	104.1	97.2	112.4	103.3	108.8	98.0	92.2	99.6	99.7
O=C(COc1ccc(/C=C2\CSc3ccccc3C2=O)cc1)c1ccc(Cl)cc1	120.9	104.2	x	108.3	114.7	125.3	92.3	105.5	106.4
O=C1N(Cc2cc(F)cc(C(F)(F)F)c2)c2ccccc2S(=O)(=O)N1c1cccnc1Cl	97.2	100.3	113.5	105.0	103.6	96.5	98.9	102.7	100.3
Cn1c(O)c(N=Nc2ccc(S(N)(=O)=O)cc2)c2cc(Cl)ccc21	97.0	102.8	118.5	101.6	96.0	105.4	89.3	103.8	85.1
C#CCNC(=O)[C@H](CC)[C@H]1CC[C@H](C)[C@H]([C@@H](C)[C@H](O)[C@H](C)C(=O)[C@H](CC)C2O[C@]3(C=CC(=O)[C@]4(CC[C@@](C)([C@H]5CC[C@](O)(CC)[C@H](C)O5)O4)O3)[C@H](C)C[C@@H]2C)O1 (some centres not stated)	29.3	45.9	85.4	-19.5*	30.8	43.9	42.1	23.8	6.8*
N#Cc1c(-c2ccc(Cl)cc2)cc(-c2cc(O)ccc2O)nc1N	87.3	31.9	52.7	32.8	8.3*	75.6	26.5	27.2	-1.4*
Cc1ccccc1CN1C(=O)C2=C(CCNC2)N2CCN=C12	97.0	102.0	95.4	110.4	106.9	111.7	101.2	103.5	109.4
COc1ccc(/C=C(\C#N)n2nnc3cc(Cl)ccc32)cc1	2.1*	27.6	-30.2*	-47.6*	8.1*	-20.9*	9.6*	5.9*	-60.5*
NS(=O)(=O)c1ccc(Nc2nc(SCC(=O)c3ccccc3)nc3c2CCCC3)cc1	108.2	96.9	110.4	100.7	77.2	100.1	86.7	96.0	93.5
CC(C)(C)c1ccc(NC(=O)Nc2cc(C(F)(F)F)cc(C(F)(F)F)c2)c(-c2nn[nH]n2)c1	111.1	101.7	106.4	85.5	107.8	106.8	87.9	104.5	99.9
O=C(CSc1nc2ccccc2[nH]1)Nc1ccc(-c2nc3ccccc3s2)cc1	73.0	x	81.8	80.0	101.8	69.0	89.5	69.8	89.0
Nc1nnc(CSCc2ccc(Cl)cc2)s1	99.4	107.7	115.4	85.1	102.9	94.5	98.1	100.5	104.0
O=C(O)c1ccc2ccccc2c1C(=O)O	103.8	104.7	88.9	86.3	106.2	99.3	98.9	102.1	90.8
C=C(C)[C@@H]1CC[C@]2(C(=O)O)CC[C@]3(C)[C@H](CC[C@@H]4[C@@]5(C)C[C@@H](CC#Cc6ccccc6N)[C@H](O)C(C)(C)[C@@H]5CC[C@]43C)[C@@H]12	92.0	95.9	101.8	x	99.8	106.5	99.5	95.8	96.2
O=C1CSC(c2cccs2)N1c1nncs1 (configuration not stated)	107.4	119.0	106.2	80.0	107.3	89.0	102.2	108.1	100.9
CC(=O)CC(=O)OCC1COCO1 (configuration not stated)	103.2	114.1	108.7	96.0	107.3	x	113.8	120.3	114.6
Carrying on:
SMILES	HT29	SF-268	HCC-2998	SNB-75	SW-620	SF-295	SNB-19	KM12	SF-539
COc1ccc(C(C#N)c2ccc(OC)c(OC)c2)cc1 (configuration not stated)	96.8	98.5	97.9	76.0	110.8	87.7	100.4	95.1	92.5
COc1ccc(/C=C2/SC(N3CCN(c4ccc([N+](=O)[O-])cc4)CC3)=NC2=O)cc1	102.0	96.9	101.1	x	95.2	94.6	91.0	99.6	95.6
Nc1c(O)cc(S(=O)(=O)O)c2ccccc12	100.5&114.2	98.3&91.7	115.7&113.6	87.8&86.5	95.9&97.2	118.1&110.1	98.5&99.9	101.3&90.0	109.7&96.6
Clc1ccc(-c2nc(-c3ccco3)cn3ccnc23)cc1	40.3	64.3	58.2	32.0	72.7	15.1	30.6	48.7	62.2
O=C1C(=O)N(CN2CCCCC2)c2ccccc21	106.1	104.2	105.7	74.2	95.3	93.6	107.6	104.6	91.0
CCOC(=O)c1ccccc1OCC	104.5	100.7	101.3	99.8	110.5	106.4	106.9	104.7	x
COc1cc2c(cc1-c1c(C)noc1C)ncc1nc(C3CCCC3)n([C@H](C)COC(F)F)c12	18.3	62.6	43.3	37.4	57.5	50.3	49.5	45.8	38.5
CC(=O)c1ccc(NC(=O)COc2ccc(C3SCC(=O)N3c3ccc(Br)cc3)cc2)cc1 (configuration not stated)	106.9	103.4	103.2	100.5	109.9	98.0	95.2	98.2	99.2
O=C(O)c1ccc(-c2nn(-c3ccc(C(F)(F)F)cc3)cc2CNc2ccc(Oc3ccccc3)cc2)cc1	67.0	79.5	115.3	80.6	93.9	72.7	82.7	59.5	89.6
Oc1ccc(Br)cc1-c1nc2ccccc2s1	105.1	94.4	98.8	67.5	100.4	106.3	96.8	89.8	95.4
NS(=O)(=O)c1ccc(Nc2nc(SCC(=O)c3ccc(Cl)cc3)nc3c2CCCC3)cc1	8.6*	62.2	21.6	85.8	40.5	50.3	65.9	19.6	62.3
CCOc1ccc2nc(/N=C(\N)C(Cl)(Cl)Cl)sc2c1	94.8	110.7	105.1	x	99.5	94.2	95.6	94.1	100.1
O=C(CCOCCNC(=O)COc1ccc2c(c1)OCC(c1ccc(F)cc1)C2=O)NCCCC(O)(P(=O)(O)O)P(=O)(O)O (configuration not stated)	104.3	98.6	98.0	89.6	100.6	101.5	99.6	100.4	101.5
CC(=O)Oc1c(Cl)cccc1-c1ccccc1	98.1	95.1	102.3	103.4	96.4	103.4	98.9	103.7	104.3
O=C1NC(=S)NC(=O)C1=Cc1cc(-c2ccc(Cl)cc2)n(-c2ccccc2)n1	104.9	80.2	81.1	86.9	97.4	91.6	83.2	86.8	96.2
CCOC(=O)C(c1ccccc1)c1ccccc1	107.3	124.2	98.0	98.6	115.4	105.7	105.0	116.8	101.4
CC(=O)C(CO)C(=O)Nc1ccccc1 (configuration not stated)	100.8	107.4	99.3	63.3	109.0	107.4	100.7	103.9	95.4
O=c1[nH]c(-c2cccc(F)c2)cc2cc(F)ccc12	6.6*	68.4	44.6	12.1	26.9	8.3*	26.6	23.6	-1.4*
O=C(O)c1ccc(-c2nn(-c3ccc(C(=O)O)cc3)cc2/C=N/NC(=O)c2ccc(O)cc2)cc1	109.4	99.5	101.4	98.2	93.4	103.6	96.2	106.0	96.3
CC1OC(=O)C(C)C1=O (configuration not stated)	92.6	102.5	108.2	89.8	100.6	94.8	103.7	102.4	99.0
ClCC#CCSc1ncnc2nc[nH]c12	102.0	105.6	104.7	99.4	112.7	119.5	101.8	x	89.8
N#Cc1ccccc1-c1ccc(CN2C(=O)Cc3cc(CCN4CCNCC4)c(Cl)cc32)cc1	84.9	99.7	86.7	80.4	93.9	80.9	85.6	85.5	x
Brc1ccc(/C=C(/C2=NCCN2)n2ccc3ccccc32)cc1	65.1	77.7	48.5	33.0	71.8	85.1	85.1	80.4	88.8
CC/C=C(\CC)C(=O)O	100.3	111.3	104.4	70.8	104.0	95.8	100.9	99.0	100.1
COc1nc2c(C)cccc2cc1-c1nc2c(cnn2-c2ccc(Br)cc2)c(=O)[nH]1	111.5	99.3	116.4	96.1	105.0	99.8	99.4	101.0	108.9
Next section:
SMILES	HT29	SF-268	HCC-2998	SNB-75	SW-620	SF-295	SNB-19	KM12	SF-539
O=C(O)CCN1C(=O)/C(=C/c2cc3cc4c(cc3nc2Cl)OCCO4)SC1=S	126.1	126.4	118.4	113.1	104.4	111.7	93.0	109.9	101.4
CC(CCC#N)(CCC#N)C(=O)c1ccccc1	102.9	112.5	100.6	96.7	103.4	113.1	102.3	108.3	115.0
CC(c1ccc(Cl)cc1)N(CCN(C)C)c1ccccn1 (configuration not stated)	91.0	121.6	105.4	73.6	104.2	84.1	102.1	110.5	109.2
CCCNCCC(=O)Nc1ccc(C)c(Cl)c1	91.1	98.3	103.4	84.6	97.2	93.4	93.8	109.3	98.7
O=C1NC(=O)[C@@H]2CC=CC[C@H]12	88.3	102.5	101.7	102.2	100.5	86.6	105.8	103.6	113.4
CSc1nnc(-c2cc(-c3ccccc3)nc3ccccc23)o1	79.0	77.5	101.2	76.0	101.3	52.8	84.2	83.7	63.1

Structures shown so far containing a carbonyl joined to an NH by a bond outside any ring, in the order listed:
SMILES	HT29	SF-268	HCC-2998	SNB-75	SW-620	SF-295	SNB-19	KM12	SF-539
N#Cc1ccc(-c2ccc(N)c(NC(=O)N3Cc4cc(CN5CCCC5)cnc4C3)n2)cc1	73.6	93.1	83.8	80.1	92.4	87.5	90.9	95.8	84.2
Cc1ccc(C(=O)NN2C(=O)CSC2c2cccc(Cl)c2)cn1 (configuration not stated)	105.5	113.3	106.0	92.0	104.4	90.9	93.5	115.5	93.7
CCC(C)[C@H](N)C(=O)Nc1cccc(-c2cc(=O)c3c(OC)c(OC)c(OC)cc3o2)c1 (some centres not stated)	104.1	97.2	112.4	103.3	108.8	98.0	92.2	99.6	99.7
C#CCNC(=O)[C@H](CC)[C@H]1CC[C@H](C)[C@H]([C@@H](C)[C@H](O)[C@H](C)C(=O)[C@H](CC)C2O[C@]3(C=CC(=O)[C@]4(CC[C@@](C)([C@H]5CC[C@](O)(CC)[C@H](C)O5)O4)O3)[C@H](C)C[C@@H]2C)O1 (some centres not stated)	29.3	45.9	85.4	-19.5*	30.8	43.9	42.1	23.8	6.8*
CC(C)(C)c1ccc(NC(=O)Nc2cc(C(F)(F)F)cc(C(F)(F)F)c2)c(-c2nn[nH]n2)c1	111.1	101.7	106.4	85.5	107.8	106.8	87.9	104.5	99.9
O=C(CSc1nc2ccccc2[nH]1)Nc1ccc(-c2nc3ccccc3s2)cc1	73.0	x	81.8	80.0	101.8	69.0	89.5	69.8	89.0
CC(=O)c1ccc(NC(=O)COc2ccc(C3SCC(=O)N3c3ccc(Br)cc3)cc2)cc1 (configuration not stated)	106.9	103.4	103.2	100.5	109.9	98.0	95.2	98.2	99.2
O=C(CCOCCNC(=O)COc1ccc2c(c1)OCC(c1ccc(F)cc1)C2=O)NCCCC(O)(P(=O)(O)O)P(=O)(O)O (configuration not stated)	104.3	98.6	98.0	89.6	100.6	101.5	99.6	100.4	101.5
CC(=O)C(CO)C(=O)Nc1ccccc1 (configuration not stated)	100.8	107.4	99.3	63.3	109.0	107.4	100.7	103.9	95.4
O=C(O)c1ccc(-c2nn(-c3ccc(C(=O)O)cc3)cc2/C=N/NC(=O)c2ccc(O)cc2)cc1	109.4	99.5	101.4	98.2	93.4	103.6	96.2	106.0	96.3
CCCNCCC(=O)Nc1ccc(C)c(Cl)c1	91.1	98.3	103.4	84.6	97.2	93.4	93.8	109.3	98.7
